OX1R antag – OX1R (HCRTR1) antagonists, primary screen, fluorescence, CHO/OX1R cells, Fluo-8 calcium, orexin A; inhibition, % at 5 µM; Fluo-8 calcium fluorescence; actives 0.43% (n = 330,000); Orexin/Hypocretin receptor type 1 (Homo sapiens), O43613;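 active = inhibition above its plate's threshold, mean inhibition of all tested compounds on the plate plus 3 SD, cut at about 37% in these data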;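 also: 0% = orexin A challenge wells and 100% = SB-334867-A antagonist wells; not every result past the cut was called active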
Target sequence (O43613 whole entry, looked up): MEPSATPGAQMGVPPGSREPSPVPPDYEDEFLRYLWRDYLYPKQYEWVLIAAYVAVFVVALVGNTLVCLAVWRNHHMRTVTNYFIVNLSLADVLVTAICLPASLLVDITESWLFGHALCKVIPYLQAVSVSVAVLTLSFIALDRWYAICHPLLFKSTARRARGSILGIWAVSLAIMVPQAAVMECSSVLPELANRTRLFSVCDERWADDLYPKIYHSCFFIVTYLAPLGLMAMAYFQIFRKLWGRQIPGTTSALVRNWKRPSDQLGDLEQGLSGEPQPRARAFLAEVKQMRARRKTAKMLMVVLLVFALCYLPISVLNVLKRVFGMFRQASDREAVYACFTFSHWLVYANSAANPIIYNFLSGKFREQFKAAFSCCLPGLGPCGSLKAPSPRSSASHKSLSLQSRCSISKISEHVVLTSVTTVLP
CHT PAM – CHT positive allosteric modulators, primary screen, cell-based, membrane potential dye, choline EC20; CHT-expressing cells; active compounds read high; LV-AA mutant CHT in HEK293 cells; B-score at 10 µM; High affinity choline transporter 1 (Homo sapiens), Q9GZV3; actives 0.49% (n = 310,000);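 active = initial fluorescence not abnormally high and integrated response B-score, plate-corrected, over 3 SD above library mean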
Target sequence (Q9GZV3 whole entry, looked up): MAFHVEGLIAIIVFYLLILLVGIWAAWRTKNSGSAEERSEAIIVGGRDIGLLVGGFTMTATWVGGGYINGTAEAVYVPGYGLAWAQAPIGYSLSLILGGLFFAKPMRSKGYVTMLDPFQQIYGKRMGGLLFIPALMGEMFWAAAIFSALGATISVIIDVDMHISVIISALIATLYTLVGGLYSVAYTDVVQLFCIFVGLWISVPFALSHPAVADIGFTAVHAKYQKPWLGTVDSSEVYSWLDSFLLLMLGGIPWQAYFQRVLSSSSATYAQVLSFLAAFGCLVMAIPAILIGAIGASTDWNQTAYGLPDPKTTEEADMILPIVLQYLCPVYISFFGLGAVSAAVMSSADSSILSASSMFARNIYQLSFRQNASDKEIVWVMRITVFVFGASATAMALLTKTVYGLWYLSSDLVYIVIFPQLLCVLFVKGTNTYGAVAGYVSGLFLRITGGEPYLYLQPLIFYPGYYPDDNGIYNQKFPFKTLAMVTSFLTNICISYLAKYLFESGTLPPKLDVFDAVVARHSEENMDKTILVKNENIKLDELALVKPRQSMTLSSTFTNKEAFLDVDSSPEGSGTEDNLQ
* hit, by the source's call; i = inactive; nt = not tested or not shown.

1) Cc1ccc(S(=O)(=O)NCC2CCC(C(=O)N3CCN(C)CC3)CC2)cc1 (stereo unspecified)
2) CCCCn1c(N)c(N(CC)C(=O)c2ccc([N+](=O)[O-])c(C)c2)c(=O)[nH]c1=O
3) Cc1ccc(C)c(C(=O)CN2C(=O)c3ccccc3S2(=O)=O)c1
4) S=C1NCCNC(=S)NCCOCCOCCOCCN1
5) CN1CCN(Cc2c(C#N)c3ccccc3n2C)CC1
assay / entry,1,2,3,4,5
CHT PAM,i,i,i,i,i
OX1R antag,-8.1,-10.2,-5.3,1.6,-17.8

6) COc1ccccc1/C(O)=C(\C#N)c1nc2ccccc2[nH]1
7) CCn1c2c(c3cc(Br)ccc31)CCC/C2=N\O
8) Cc1ccc(NC(=O)CN2C(=O)N/C(=C/c3ccco3)C2=O)cc1
9) CCc1ccc(-c2cc(C)no2)cc1S(=O)(=O)NCCCN1CCN(c2ccccc2)CC1
10) CCC(C)(C)NC(=O)CN(Cc1ccc2c(c1)OCO2)C(=O)CCC(=O)Nc1cc(C)ccn1
assay / entry,6,7,8,9,10
CHT PAM,i,i,i,i,i
OX1R antag,-7.7,-26.4,-17.6,32.5,-28.6

11) Cc1cccc(C(=O)NCCc2ccc(S(N)(=O)=O)cc2)c1[N+](=O)[O-]
12) O=C(NC1CCCCC1)N1CCN(Cc2nc3ccccc3c(=O)[nH]2)CC1
13) O=[N+]([O-])c1cccnc1SCc1c(F)cccc1Cl
14) CCOc1cc(NC(=S)Nc2cccc(OC)c2)c(OCC)cc1NC(=O)c1ccc(C)cc1
15) CN1CCOc2ccc(S(=O)(=O)NCCc3ccc(Cl)cc3)cc21
assay / entry,11,12,13,14,15
CHT PAM,i,i,i,i,i
OX1R antag,0.4,-14.6,-30.7,-28.8,-19.1

16) CCOc1ccc(C(C)=O)cc1CN1C(=O)NC(C)(C2CC2)C1=O (stereo unspecified)
17) CN(C)/C=C/C(=O)c1cccc(C(F)(F)F)c1
18) CN(Cc1n[nH]c(=S)n1C)S(=O)(=O)c1ccccc1
19) Cc1ccc(N/C(N)=N/c2nc(C(F)(F)F)cc(C(F)(F)F)n2)cc1
20) CCS(=O)(=O)N1CCN(c2ccccc2F)CC1
assay / entry,16,17,18,19,20
CHT PAM,i,i,i,i,i
OX1R antag,-31.2,-5.5,-8.7,-9.8,-5.0

21) Cc1ccc(N(CC(=O)NC2CCCC2)C(=O)CCC(=O)Nc2nccs2)c(C)c1
22) COc1ccc(-c2nc(-c3ccncc3)no2)cc1
23) CCOC(=O)N1CCN(C(=O)C2CCN(Cc3nc(-c4ccccc4C)oc3C)CC2)CC1
24) CCCCNC(=O)CCCN1C(=O)c2cccnc2Sc2ccccc21
25) O=C(NCc1ccccc1)C1(C(F)(F)F)C/C(=C/CCO)CCCO1 (stereo unspecified)
assay / entry,21,22,23,24,25
CHT PAM,i,i,i,i,i
OX1R antag,-23.7,nt,-33.5,-13.1,-11.6

2 successive entries from above:
24) CCCCNC(=O)CCCN1C(=O)c2cccnc2Sc2ccccc21
25) O=C(NCc1ccccc1)C1(C(F)(F)F)C/C(=C/CCO)CCCO1 (stereo unspecified)
assay / entry,24,25
CHT PAM,i,i
OX1R antag,-13.1,-11.6

(further entries)
26) O=C(CSc1nc2ccccc2n1Cc1ccccc1Cl)N/N=C/c1ccccc1C(=O)O
27) CCc1ccc(OC(=O)/C=C/c2ccco2)cc1
28) CC(=O)NC1C(=O)N(Cc2ccccc2)c2ccc(Br)cc21 (stereo unspecified)
29) COc1cc2cc(CCCO)oc(=O)c2cc1OC
30) CCOc1cccc(OCCOCCN(C)Cc2ccccc2)c1
assay / entry,26,27,28,29,30
CHT PAM,i,i,i,nt,i
OX1R antag,-21.3,-11.1,-46.9,1.7,-39.4

31) N#Cc1cccc(C#N)c1Oc1ccc(S(=O)(=O)Nc2ccc(Cl)cc2)cc1
32) Cc1ccc([C@H]2C(C(=O)O)=CC[C@@H](c3ccc(Cl)cc3)N2S(=O)(=O)c2ccc(C)cc2)cc1
33) CSCCC(NS(=O)(=O)c1ccccc1F)C(=O)OCc1ccccc1Cl (stereo unspecified)
34) CCOc1cc(/C=N/NC(=O)CSc2nncn2C)ccc1OC(=O)c1ccc(Cl)cc1
35) O=C(Nc1ccc(Cl)cc1F)c1cc(S(=O)(=O)N2CCCCC2)ccc1F
assay / entry,31,32,33,34,35
CHT PAM,i,nt,i,i,i
OX1R antag,13.2,36.7,-1.3,-15.0,-3.5

36) CC(C1CCN(Cc2nc(C3CC3)no2)CC1)N1CCOCC1 (stereo unspecified)
37) CCn1ccc(-c2ccccc2)c(C#N)c1=O
38) Cc1c(C(=O)Nc2ccccc2)sc2ncn(CC(=O)N3CCCCC3)c(=O)c12
39) O=C(CSc1nc2ccccc2[nH]1)N/N=C/C=C/c1ccccc1[N+](=O)[O-]
40) S=c1[nH]nc(-c2cc(-c3ccsc3)n[nH]2)n1-c1cccc2ccccc12
assay / entry,36,37,38,39,40
CHT PAM,i,i,i,i,i
OX1R antag,-10.0,-1.6,-24.1,-24.5,-13.5

41) COc1cc(/C=C(\NC(C)=O)C(=O)NC(C)(C)C)ccc1OC(C)=O
42) CCSc1nnc(NS(=O)(=O)c2ccc(C)cc2)s1
43) O=C(COc1ccc(C(F)(F)F)cc1[N+](=O)[O-])Nc1cccc(C(F)(F)F)c1
44) COc1cc(/C=C/C(=O)O)cc(S(=O)(=O)NNC(=O)c2ccc3c(c2)OCO3)c1OC
45) COC(=O)N/N=C/c1cc(C)n(-c2cccc3ccccc23)c1C
assay / entry,41,42,43,44,45
CHT PAM,i,i,i,nt,i
OX1R antag,-0.1,0.2,-3.1,-8.7,-26.2

46) Cc1ccc(S(=O)(=O)N2CCN(C(=O)COC(=O)CSc3cc(C)ccc3C)CC2)c(C)c1
47) Fc1ccccc1/C=C1\CCCC2=C1Nc1nnnn1C2c1ccccc1F (stereo unspecified)
48) Cn1c2c(c(=O)n(C)c1=O)CN(Cc1ccc(F)cc1)CN2
49) CCOC(=O)C1CCc2nc3ccccc3c(=O)n21 (stereo unspecified)
50) O=C(N/N=C/C1CCCCC1)c1cc(Cl)ccc1O
assay / entry,46,47,48,49,50
CHT PAM,nt,i,i,i,i
OX1R antag,-38.2,-7.9,-7.3,13.3,-4.1

Some of the entries so far, bar-delimited:
item | Compound | CHT PAM | OX1R antag
3 | Cc1ccc(C)c(C(=O)CN2C(=O)c3ccccc3S2(=O)=O)c1 | i | -5.3
10 | CCC(C)(C)NC(=O)CN(Cc1ccc2c(c1)OCO2)C(=O)CCC(=O)Nc1cc(C)ccn1 | i | -28.6
37 | CCn1ccc(-c2ccccc2)c(C#N)c1=O | i | -1.6

Additional results follow.
51) CCOc1ccc(CNS(=O)(=O)c2c(C)nc3sccn3c2=O)cc1OC
52) C=CCN1CN(S(=O)(=O)c2ccc(OC)cc2)c2nc3ccccc3nc21
53) CCOc1cc2[nH]c(=S)n(C3CC3)c(=O)c2cc1OCC
54) CCOC(=O)c1c(C)[nH]c(C)c1S(=O)(=O)N(C)CC(=O)Nc1ccccc1
55) O=C(N/N=C/c1c(O)ccc2ccccc12)Nc1ccccc1
assay / entry,51,52,53,54,55
CHT PAM,i,i,i,i,i
OX1R antag,0.0,-27.4,-11.0,-15.9,11.5

56) O=C(O)CCC(=O)NNC(=O)CCCOc1ccc(Cl)cc1Cl
57) Cc1[nH]c2ccccc2c1SCC(=O)Nc1nccs1
58) Cc1cc(C(F)F)n2nc(C(=O)Nc3ccccc3F)nc2n1
59) CC(=O)N1CCN(C(=O)c2ccc(NS(=O)(=O)c3ccc4[nH]c(=O)[nH]c4c3)cc2)CC1
60) COc1cc(C(=O)N2CCN(C(=O)c3ccco3)CC2)c([N+](=O)[O-])cc1OC
assay / entry,56,57,58,59,60
CHT PAM,i,i,i,i,i
OX1R antag,-1.1,-25.3,-14.6,-4.2,-2.9

Part of the list above, reformatted:
Values run as follows: CHT PAM, OX1R antag
[56] O=C(O)CCC(=O)NNC(=O)CCCOc1ccc(Cl)cc1Cl
    i, -1.1
[57] Cc1[nH]c2ccccc2c1SCC(=O)Nc1nccs1
    i, -25.3
[58] Cc1cc(C(F)F)n2nc(C(=O)Nc3ccccc3F)nc2n1
    i, -14.6
[59] CC(=O)N1CCN(C(=O)c2ccc(NS(=O)(=O)c3ccc4[nH]c(=O)[nH]c4c3)cc2)CC1
    i, -4.2
[60] COc1cc(C(=O)N2CCN(C(=O)c3ccco3)CC2)c([N+](=O)[O-])cc1OC
    i, -2.9

Following part
61) COC(=O)c1ccc(C(=O)OC)c(NC2=NS(=O)(=O)c3ccccc32)c1
62) O=C(N/N=C/c1cccnc1)c1ccco1
63) OCCN1CCOCCN(CCO)CCOCC1
64) Fc1ccc(CN2CC[C@H]3C=CCc4cccc(c43)C2)cc1
65) CCN(CC)C(=O)c1ccc(C(=O)c2c(C)cc(C)cc2C)cc1
assay / entry,61,62,63,64,65
CHT PAM,i,i,i,nt,i
OX1R antag,-19.2,-3.0,-5.8,-20.0,-26.8

66) NC(=O)NC(=O)COC(=O)CN1C(=O)C2CCCCC2C1=O (stereo unspecified)
67) O=C(Cc1ccccc1)Nc1ccc2oc(=O)ccc2c1
68) CCC1CCCCN1CCN1C(=O)C2C(C(=O)Nc3ccc(OC)cc3)C3C=CC2(O3)C1C(=O)NC1CCCCC1 (stereo unspecified)
69) COc1cc(/C=N/NC(=O)C2(O)c3ccccc3-c3ccccc32)ccc1O
70) CCCCn1nc(C(=O)Nc2ccc(-n3cnnn3)cc2)c2ccccc2c1=O
assay / entry,66,67,68,69,70
CHT PAM,i,i,i,i,nt
OX1R antag,-13.9,2.9,-17.4,-24.0,-15.5

71) CCCn1c(N2CCN(S(=O)(=O)Cc3ccccc3)CC2)nc2ccccc21
72) Cc1nnc(SCC(=O)NC2CCS(=O)(=O)C2)n1-c1ccccc1 (stereo unspecified)
73) COc1cc(S(=O)(=O)Nc2ccc(C)cc2)ccc1N=Cc1c(C)[nH]n(-c2ccccc2)c1=O
74) NCCSc1c(-c2ccccc2)[nH]c2ccccc12
75) COc1ccccc1NC(=O)C(C)N(C)CCOc1ccccc1 (stereo unspecified)
assay / entry,71,72,73,74,75
CHT PAM,i,i,i,i,i
OX1R antag,-31.5,-9.4,-28.6,-3.0,-26.6

76) Cc1ccc(NC(=S)NNC(=O)Cn2nc(C(F)F)cc2C(F)F)cc1
77) COC(=O)CCCC(=O)Nc1c(F)c(F)c(F)c(F)c1F
78) CCOc1ccc(NC(=O)COC(=O)Cc2ccc(S(=O)(=O)N3CCOCC3)s2)cc1
79) Cc1ccc(-c2noc(-c3ccccc3C(=O)N3CCN(C)CC3)n2)cc1
80) COC(=O)CCC(=O)OC
assay / entry,76,77,78,79,80
CHT PAM,i,i,i,i,nt
OX1R antag,-6.2,4.7,-4.3,-45.8,-21.1

81) CCCCN1CNC(=S)N(c2cc(C)ccc2C)C1
82) COC(=O)c1cnc2c(c(C)nn2C)c1OC
83) COc1cc(NS(=O)(=O)c2ccc(C)cc2)ccc1-n1cnnn1
84) O=S(=O)(N[C@H](CO)Cc1ccccc1)c1ccc(Br)cc1F
85) CCOc1ccc(OCC(=O)Nc2nccs2)cc1
assay / entry,81,82,83,84,85
CHT PAM,i,i,i,nt,i
OX1R antag,-12.2,-1.9,-1.4,-5.1,-10.9

86) Cc1noc(C)c1S(=O)(=O)Nc1cccc(CO)c1
87) C=CCN=C1CCCc2c1[nH]c1ccc(C)cc21
88) CCOC(=O)c1ccc(NC(=O)c2cc3c(C)nn(-c4ccccc4Cl)c3s2)s1
89) O=C(Nc1ccccc1)Nc1ccc(Cl)c([N+](=O)[O-])c1
90) Cc1ccc(S(=O)(=O)CCC(=O)OCC(=O)Nc2cc(C)on2)cc1
assay / entry,86,87,88,89,90
CHT PAM,i,i,i,i,i
OX1R antag,-13.9,-16.3,5.0,5.2,-6.2

91) OC(COc1ccc(F)cc1)CN1CCN(CC(O)COc2ccc(F)cc2)CC1 (stereo unspecified)
92) CCn1c(=O)c(=O)[nH]c2cc(C(=O)NCc3ccc(F)cc3)ccc21
93) Cc1ccc(C(=O)CSC2=NC(N)=C(C#N)C3(CCCCC3)C2C(N)=O)cc1 (stereo unspecified)
94) O=C(CCSc1ccc(F)cc1)Nc1ccc(-n2cnnn2)cc1
95) O=C(CCCN1C(=O)c2ccccc2C1=O)Nc1ccccc1
assay / entry,91,92,93,94,95
CHT PAM,i,i,i,i,i
OX1R antag,-26.1,-16.3,-8.5,-0.1,1.1

96) CCCNc1ccc(S(=O)(=O)N(C(C)C)C(C)C)cn1
97) COc1ccc(/C=C2\Oc3cc(OCC(=O)N4CC(O)C[C@H]4C(=O)O)ccc3C2=O)c(OC)c1OC (stereo partly specified)
98) CC(C)CCn1c(=O)c2c(nc3n2CCCN3Cc2ccccc2)n(C)c1=O
99) Cc1ccc(Nc2cc(=O)[nH]c(=O)[nH]2)cc1C
100) NC(=O)CC(NC(=O)Cc1ccc(Br)cc1)c1ccc(N2CCC(N3CCCCC3)CC2)c([N+](=O)[O-])c1 (stereo unspecified)
101) O=C(Nc1ccnc(-c2cccnc2)n1)c1ccc(Cl)cc1
assay / entry,96,97,98,99,100,101
CHT PAM,i,i,i,i,i,i
OX1R antag,-10.2,-13.3,-31.3,-19.9,-0.8,4.7

Bioassay records: PubChem BioAssay, several laboratories
